High-throughput results (PubChem)
ATG4B inh: inhibitors of human ATG4B cysteine protease; Q9Y4P1; inhibition, % at 8.33 µM; AID 504462; 340,000 compounds, 0.51% hits; ATG4B cleavage of LC3-PLA2, NBD-HPC fluorescence, 1 h; in the data active = inhibition above about 40%
PfGluPho inh: PfG6PD (Plasmodium falciparum) enzyme inhibition. PfGluPho enzyme, NADPH resazurin-diaphorase fluorescence. inhibition, % at 20 µM. 350,000 compounds, 0.78% hits;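 active = inhibition reaching at least a set limit at 20 µM in the primary screen, cut at about 59% in these data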;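 note: 0% = DMSO wells with substrate and 100% = DMSO wells lacking glucose-6-phosphate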
MPTP inh: blocks calcium-induced mitochondrial swelling. 360,000 compounds, 1.4% hits. isolated mouse mitochondria, Ca2+ swelling absorbance, 30 min. AID 602449. inhibition, % at 10 µM;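 active = inhibition of 50% or more, scaled per plate between neutral and stimulator controls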;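 note: 0% = DMSO wells given calcium and 100% = 1 mM EGTA wells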
SENP8 block: SENP8 (human) protease inhibition; Q96LD8; recombinant SENP8, Nedd8 substrate fluorescence; inhibition, % at 20 µM; 360,000 compounds, 0.64% hits; in the data active = inhibition mostly above about 40%, no sharp cut-off; inactive = mostly below about 27%
HKDC1 inhibitor: blocks human hexokinase HKDC1 activity; Q2TB90; 340,000 compounds, 0.16% hits; inhibition, % at 20 µM; recombinant HKDC1, G6PDH/diaphorase resazurin coupled fluorescence;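 active = inhibition above about 35% when tested at 20 µM, limit read from the data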;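 note: plate controls were DMSO wells with enzyme for no effect and DMSO wells lacking enzyme for full effect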
Target sequence (Q2TB90 whole entry, looked up): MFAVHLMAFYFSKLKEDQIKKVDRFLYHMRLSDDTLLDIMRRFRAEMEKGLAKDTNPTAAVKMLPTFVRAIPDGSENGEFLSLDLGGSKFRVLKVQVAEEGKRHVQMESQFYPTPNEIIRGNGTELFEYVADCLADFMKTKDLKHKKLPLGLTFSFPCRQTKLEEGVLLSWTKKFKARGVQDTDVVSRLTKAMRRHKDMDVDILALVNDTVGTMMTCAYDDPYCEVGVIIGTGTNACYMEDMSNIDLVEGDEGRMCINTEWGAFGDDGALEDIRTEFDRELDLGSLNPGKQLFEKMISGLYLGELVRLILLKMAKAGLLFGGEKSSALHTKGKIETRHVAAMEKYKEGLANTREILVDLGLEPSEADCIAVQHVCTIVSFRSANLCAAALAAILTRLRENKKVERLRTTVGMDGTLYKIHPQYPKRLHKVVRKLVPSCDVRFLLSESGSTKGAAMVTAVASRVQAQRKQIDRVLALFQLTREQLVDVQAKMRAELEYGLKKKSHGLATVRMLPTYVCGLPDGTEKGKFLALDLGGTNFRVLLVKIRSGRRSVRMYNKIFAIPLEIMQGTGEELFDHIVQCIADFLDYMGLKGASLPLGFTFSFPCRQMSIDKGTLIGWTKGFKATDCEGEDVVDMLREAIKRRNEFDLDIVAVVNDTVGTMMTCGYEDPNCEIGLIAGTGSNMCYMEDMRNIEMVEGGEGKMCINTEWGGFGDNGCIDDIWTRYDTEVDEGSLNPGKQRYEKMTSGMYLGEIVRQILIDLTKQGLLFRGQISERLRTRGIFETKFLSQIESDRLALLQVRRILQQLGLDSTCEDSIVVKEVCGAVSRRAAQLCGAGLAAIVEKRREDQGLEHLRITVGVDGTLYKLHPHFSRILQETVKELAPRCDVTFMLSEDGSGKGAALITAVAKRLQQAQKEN
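test system = in-house recombinant HK5 (HKDC1) enzyme | amount = HKDC1 at 5 µg/mL | control set = DMSO-enzyme wells negative, buffer-substituted wells positive | compound = one dose of 20 µM, 1% DMSO | schedule = reaction time 90 min, room temperature, protected from light | technique = resorufin fluorescence at 613 nm | reagent = glucose with 1 mM ATP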
SENP7 inh: SENP7 protease inhibition | AID 434973 | inhibition, % at 5 µM | recombinant SENP7, Z-RLRGG-aminoluciferin luminescence, 40 min | 330,000 compounds, 1.5% hits;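 active = inhibition above about 50% at the single test dose, limit read from the data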;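 note: plate controls were DMSO with enzyme for no effect and no enzyme buffer wells for full effect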
SENP6 block: inhibitors of human SENP6 protease | inhibition, % at 10 µM | Q9GZR1 | 330,000 compounds, 1.8% hits | Recombinant SENP6 catalytic domain, aminoluciferin luminescence | AID 2599;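 active = inhibition above about 50% at the single tested dose, limit read from the data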;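 note: plate controls were DMSO wells with enzyme for no effect and DMSO wells lacking enzyme for full effect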
NR3A LBD binder: modulates the human NR3A ligand-binding domain; NR3A LBD differential scanning fluorimetry, Tm shift; 0% = protein alone, 100% = glycine-bound protein; Tm shift relative to glycine control, % at 25 µM; 340,000 compounds, 2.5% hits; AID 1259313;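 active = melting temperature shift of at least 10% of the positive control shift, at one fixed dose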
* marks the source's active call; other numbers are inactive results; x = no result given.

SMILES	ATG4B inh	PfGluPho inh	MPTP inh	SENP8 block	HKDC1 inhibitor	SENP7 inh	SENP6 block	NR3A LBD binder
COc1ccccc1Nc1cc(C(=O)NCCCN2CCOCC2)c2ccccc2n1	-9	6	0.2	-7	-5	-5	5	-1
CCOC(=O)c1cccc(NC(=O)CSc2nc3cccnc3n2C)c1	-17	9	73*	27	-2	8	-1	-1
O=C(CSc1nnc(-c2ccco2)o1)Nc1cccc([N+](=O)[O-])c1	-2	9	-1.3	14	-2	-1	-21	-5
CCN(CC)CCNC(=O)/C(=C\c1cccn1C)NC(=O)c1cccs1	4	2	21	19	-2	x	x	-5
CCOc1cc(NC(=O)CCl)c(OCC)cc1NC(C)=O	0	21	-0.4	20	-3	5	-18	-2
CC1(C)SC(=S)N(/N=C/c2ccc(O)cc2)C1N(O)C(=O)Nc1ccc([N+](=O)[O-])cc1 (stereo unspecified)	-11	-1	2.9	29	10	-12	-8	7
Cc1ccc2c(COC(=O)c3n[nH]c4ccccc34)cc(=O)oc2c1	20	2	4.5	-13	-2	20	20	0
CC1Cc2ccccc2N1Cc1nc2cc(C(F)(F)F)ccc2c(=O)[nH]1 (stereo unspecified)	2	4	1.4	2	-7	-5	-6	-16
CC1(C)Cc2nc3sc(C(=O)NCCO)c(N)c3cc2CO1	-17	2	0.0	-82	4	3	-10	1
CCOC(=S)SCC(=O)Nc1nc(-c2ccccc2)cs1	5	19	0.7	20	2	8	-4	-17
COc1ccc(CC(NC(C)=O)C(=O)NC2CCN(S(=O)(=O)c3ccc(NC(C)=O)cc3)CC2)cc1 (stereo unspecified)	0	-17	0.5	17	-1	-7	0	-2
CC(C)(C)c1ccc(C(CC(=O)O)NC(=O)c2ccccc2F)cc1 (stereo unspecified)	2	-9	-1.0	7	-4	-4	-3	1
COc1ccc(NS(=O)(=O)c2cccc(NC(=O)c3ccccn3)c2)cc1	-6	-2	4.9	19	-3	-3	-11	-1
CC(=O)C[C@H](O)CC(=O)[C@@H]1OC(=O)[C@@H](C)C/C=C\Cc2ccccc21	x	6	1.9	0	-5	-2	12	0
CCOC(=O)c1sc(NC(=O)c2sccc2C)cc1C	25	21	11	-86	-1	100*	99*	11*
CCOc1ccc(CN2CCN(Cc3nc(C(C)C)cs3)CC2CCO)cc1 (stereo unspecified)	-7	11	x	x	-5	-5	0	-1
Cc1ccccc1Cn1c(=O)sc2ccccc2c1=O	7	3	0.9	-2	-5	-4	12	-1
O=C(CCS(=O)(=O)Cc1ccc(Cl)cc1)NCCCN1CCOCC1	-1	0	-3.1	12	16	-6	-15	1
CC(=O)c1cccc(NC(=O)C2CCN(S(=O)(=O)c3ccc(C)cc3)CC2)c1	0	-2	0.8	23	-3	2	-3	-5
CCSC1=C(C#N)C(c2ccc(F)cc2)CC(=O)N1 (stereo unspecified)	-11	3	0.0	10	-4	x	x	-2
COC(C[C@H](O)C[C@H](O)[C@H](C)OCc1ccccc1)OC	4	-10	-0.2	26	0	-2	-8	-2
CCN(CC)S(=O)(=O)c1cccc(C(=O)N/N=C/c2ccccn2)c1	-6	5	-1.9	22	0	-4	-11	-1
O=C(Nc1nnc(Cc2ccccc2)s1)c1cnccn1	-4	-7	-0.6	11	6	4	-4	-5
COc1ccc(C(=O)O)cc1S(=O)(=O)NCc1cccnc1	3	-14	0.2	22	-4	3	-11	-1
Cc1cccc(-c2noc(CCCC(=O)NC3CCCCC3)n2)c1	8	-12	0.0	12	2	1	-21	-1
COc1ccc(OC)c(C2CC(=O)OC3=C2C(=O)CC(C)(C)C3)c1 (stereo unspecified)	-3	3	0.0	11	-6	7	3	-6
COc1ccc(NC(=S)NCc2cccnc2)cc1	-6	12	0.0	3	-8	-1	-20	0
Cn1c(CNc2nc(-c3ccccc3)cs2)nnc1SCC(=O)OC1CCCCC1	-12	-2	0.3	4	-7	-2	-9	-2
CC(Cc1cccs1)NC(=O)c1cccs1 (stereo unspecified)	-6	7	0.8	10	-3	-2	-9	-1
CC(C)C1Oc2ccccc2N(CC(=O)N2CCOCC2)C1=O (stereo unspecified)	4	0	0.0	1	-5	-8	-10	-1
Cc1ccc(OCC(O)CN2CCN(CC(O)COC(C)C)CC2)c(C(C)(C)C)c1 (stereo unspecified)	-5	0	-0.5	14	11	6	-10	-1
O=C(NCCCN1CCOCC1)c1ccc2nc(Cc3cccc(Cl)c3)oc2c1	-1	0	-0.3	3	18	-1	-3	-8
COc1ccc(-n2ncc(C(C)NS(=O)(=O)c3ccc(C)s3)c2C)cc1 (stereo unspecified)	1	-4	0.8	4	5	2	1	-1
Cc1noc(C)c1Cc1ccc(O)cc1	-12	-12	-0.1	8	-3	-6	-18	1
CCCC(C(=O)O)N1C(=O)/C(=C2\C(=O)N(C)c3ccccc32)SC1=S (stereo unspecified)	-4	0	-11	6	5	x	x	27*
Cc1ccccc1CN1C2=NCCN2c2ccccc21	3	-21	-0.6	24	-2	-8	-7	-1
CCOC(=O)C1(Cc2ccccc2)C(=O)Nc2ccccc21 (stereo unspecified)	5	-17	1.1	15	1	-5	-15	0
CCOc1ccc(N(CC(=O)NC2CC3CCC2C3)S(=O)(=O)c2ccccc2)cc1 (stereo unspecified)	12	-2	1.1	8	3	2	-6	-2
O=C(CSc1nnc(-c2ccccc2F)n1CCc1ccccc1)Nc1ccc2[nH]c(=O)[nH]c2c1	-2	7	-0.3	-5	-7	-1	15	-5
COc1cccc(NC(=O)COc2cc(O)c3c(c2)OC(C)(C)CC3=O)c1	-14	-3	-1.5	22	-1	-4	-8	-5
O=C(c1ccc([N+](=O)[O-])o1)N1CCCCCC1	6	4	0.1	40	-3	-1	5	1
COc1ccc(-n2c(C)cc(/C=C3\C(=O)NN(c4ccccc4)C3=O)c2C)cc1	17	-19	0.1	19	-2	14	38	-2
COC1OC(CO)C(N=C(C)C)C1O (stereo unspecified)	7	1	-0.5	16	-3	x	x	-1
O=C(/C=C/c1cccnc1)c1ccc(O)cc1	-6	6	1.6	14	4	8	23	-10
C=CCN1C(=O)C(Cc2cccc(Cl)c2)S/C1=N/N=C/c1ccco1 (stereo unspecified)	-7	21	-1.8	9	-1	4	1	2

Exported with bars between the fields: 7 of the compounds above.
SMILES | ATG4B inh | PfGluPho inh | MPTP inh | SENP8 block | HKDC1 inhibitor | SENP7 inh | SENP6 block | NR3A LBD binder
COc1ccc(CC(NC(C)=O)C(=O)NC2CCN(S(=O)(=O)c3ccc(NC(C)=O)cc3)CC2)cc1 (stereo unspecified) | 0 | -17 | 0.5 | 17 | -1 | -7 | 0 | -2
CC(Cc1cccs1)NC(=O)c1cccs1 (stereo unspecified) | -6 | 7 | 0.8 | 10 | -3 | -2 | -9 | -1
Cc1ccc(OCC(O)CN2CCN(CC(O)COC(C)C)CC2)c(C(C)(C)C)c1 (stereo unspecified) | -5 | 0 | -0.5 | 14 | 11 | 6 | -10 | -1
Cc1ccc2c(COC(=O)c3n[nH]c4ccccc34)cc(=O)oc2c1 | 20 | 2 | 4.5 | -13 | -2 | 20 | 20 | 0
COc1ccc(-n2c(C)cc(/C=C3\C(=O)NN(c4ccccc4)C3=O)c2C)cc1 | 17 | -19 | 0.1 | 19 | -2 | 14 | 38 | -2
CCOC(=S)SCC(=O)Nc1nc(-c2ccccc2)cs1 | 5 | 19 | 0.7 | 20 | 2 | 8 | -4 | -17
CCOC(=O)c1sc(NC(=O)c2sccc2C)cc1C | 25 | 21 | 11 | -86 | -1 | 100* | 99* | 11*

Continuation.
SMILES	ATG4B inh	PfGluPho inh	MPTP inh	SENP8 block	HKDC1 inhibitor	SENP7 inh	SENP6 block	NR3A LBD binder
c1ccc2c(NC3CCCC3)nnc(NC3CCCC3)c2c1	10	19	-0.6	-495	1	12	12	0
COc1cc(S(=O)(=O)n2ccc(C)n2)c(OC)cc1Cl	6	-21	-0.7	12	0	10	-12	1
O=C(CCc1nc2ccccc2[nH]1)N1CCc2ccccc2C1	0	-9	-2.3	45*	2	-15	11	1
CCCn1c(SCC(=O)Nc2ccccc2C(=O)OC)nc2c1c(=O)n(C)c(=O)n2C	-2	1	5.4	8	1	0	-11	1
COC(=O)c1ccc(Nc2nc(C)cc(C)n2)cc1	-4	-8	2.4	-43	2	5	-18	-3
Cc1ccc(C(=O)NCCNC(=O)c2ccc(C)o2)o1	-9	-8	-1.0	4	-3	10	-9	-1
Cc1cc(O)ccc1NC(=S)NC(=O)c1cncc(Br)c1	2	13	1.9	15	3	1	23	0
CSc1ccccc1OCc1cc(C(=O)N(C)Cc2cnccn2)no1	-11	4	-2.0	-4	-3	-2	-5	1
Cc1c(C(=O)N2CCN(S(=O)(=O)c3ccccc3)CC2)oc2ccc(Br)cc12	-15	18	0.6	-1	-3	6	-4	0
CCN(C[C@H]1N[C@@](Cc2ccccc2)(C(=O)OC)[C@H]2C(=O)N(Cc3ccccc3)C(=O)[C@@H]12)C(=O)c1ccccc1	-1	9	0.0	4	-4	3	19	-1
CCCCN(CCCC)c1nn[nH]n1	2	-17	-2.9	13	11	x	x	0
Cc1[nH]c2ccccc2c1/C=N/NC(=O)CNC(=O)COc1ccccc1	-5	35	-2.3	4	3	-1	-5	0
CCC(=O)Nc1nc(C)c(C(=O)N2CCCCC2)s1	1	-2	0.0	8	-4	5	-6	0
O=C(NCc1cccnc1)c1cc(S(=O)(=O)N2CCCC2)c(Cl)cc1Cl	-5	9	-1.7	13	-6	-4	-17	0
O=C(CSc1nc2ccccc2c(=O)n1-c1ccccc1)NCC1CCCO1 (stereo unspecified)	-6	-4	1.6	6	-7	1	-7	-3
O=C(c1ccc(C(F)(F)F)cc1)N1CCN(S(=O)(=O)c2ccc3c(c2)OCCCO3)CC1	-1	-9	-0.1	4	-7	14	-12	-1
Cc1cc(C)c2cc(C(=O)N3CCC(Cc4ccccc4)CC3)[nH]c2c1	28	6	7.4	-8	7	1	-26	5
O=C(Nc1ccc(F)cc1)Oc1ccc[nH]c1=O	-4	21	3.2	27	-1	53*	43	12*
COc1cccc2sc3cc(C#CC4(O)CCCCC4)ccc3c(=O)c12	-25	-1	0.5	-159	7	23	22	-18
CC(=Nc1ccc(C)cc1)c1sc2ccccc2c1O	25	22	0.4	-53	-4	96*	94*	4
CCc1ccccc1NC(=O)C(C#N)Cc1cccnc1 (stereo unspecified)	1	1	1.5	13	-7	5	2	4
Cc1cc(C(=O)Nc2ccc3c(c2)OCCO3)co1	4	44	-0.4	13	-11	2	34	-2
NC(=O)c1cc(-c2ccccc2)nc(N2CCOCC2)n1	-16	-1	-1.1	-70	3	2	-6	-1
O=C(NCc1ccc2c(c1)OCO2)C1CCN(S(=O)(=O)N2CCOCC2)CC1	-4	1	0.6	12	-7	3	-2	0
CCOc1cc(/C=N/NC(N)=O)cc(Br)c1OCc1ccccc1F	-14	24	0.1	7	-3	-2	-7	-16
Cn1c(=O)cc(OCCCC(=O)Nc2cccnc2)c2ccccc21	4	13	-0.8	18	6	4	4	-2
O=C(/C=C1\C(=O)Nc2ccccc21)/C=C1\C(=O)Nc2ccccc21	2	81*	2.7	22	13	x	x	-2
O=C1CSC(=O)N1CCOCCN1C(=O)CSC1=O	2	-8	-1.0	-1	-4	-4	8	-2
COCCCNC(=S)NCCNc1nc2cc(C)cc(C)c2cc1C#N	11	12	-0.5	-384	14	-1	-8	-1
O=C(NCC(=O)N1CCCC1)c1ccccc1F	6	-13	-1.3	3	-5	13	3	-2
O=C1C=CC2C(c3ccc4c(c3)OCO4)CC1N2Cc1ccccc1 (stereo unspecified)	39	5	0.4	-9	5	14	31	2
COP(=O)(OC)C(Nc1cc(Cl)cc(Cl)c1)c1cccc(O)c1 (stereo unspecified)	2	-6	0.2	15	2	-10	-1	-1
COC(=O)/C(=N/Nc1ccccc1OC)N1CCCc2ccccc21	2	18	0.8	30	2	9	-19	4
COc1ccc(C(=O)Nc2ccc(C(=O)c3ccccc3)cc2)cc1	-11	22	62*	15	-3	0	-16	6
